Screening data (PubChem BioAssay)
LDHA block: inhibitors of human lactate dehydrogenase A. P00338. purified LDHA, NADH/diaphorase-resazurin fluorescence; hits give low values. activity change, % (values are at about 110 or 230 µM). 480,000 compounds, 0.15% hits. AID 1347041; in the data active means activity change below about -30%; inconclusive means mostly about -25% to -30%;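 further: plate controls were DMSO wells for no effect and wells without enzyme for full effect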
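Human LDH5 at 2 nM final in Tris HCl pH 7.4 with 0.06 mM NADH and 0.2 mM pyruvate, reacted 5 minutes at room temperature. Remaining NADH coupled via diaphorase/resazurin; resorufin fluorescence read at 0 and 20 minutes, normalized to enzyme-free and DMSO wells.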
Active calls of the source: *; u = inconclusive. These rows are one share of the data (hit frequency here may not be typical).

Molecule,LDHA block
Cc1nnc2n1CC(Nc1ncc(C(F)(F)F)cc1Cl)CC2 (configuration not stated),13
Cn1c(=O)n(Cc2ccccc2F)c(=O)c2c1ncn2Cc1ccccc1,1
CC(NS(=O)(=O)c1ccccc1F)C(=O)Nc1cccc(C(C)C)c1 (configuration not stated),3
CC(=O)NC12CC3CC(C1)CC(C(=O)Oc1ccc(-c4ccc(C#N)cc4)cc1)(C3)C2,5
O=C1OC(C(=O)Nc2cccc3cccnc23)Cc2ccccc21 (configuration not stated),1
Cc1ccc(N2C(=O)c3n[nH]c(C)c3C2c2ccc(O)cc2)cc1 (configuration not stated),-10
O=c1[nH]c(CN(Cc2cccs2)CC2CCCO2)nc2scc(-c3ccccc3)c12 (configuration not stated),10
N#CSc1ccc(NC(=O)c2ccc3c(c2)OCCO3)cc1,-3
CCOC(=O)COc1ccc(C)cc1C(=O)c1ccn2nc(-c3ccccc3)cc2n1,-2
COc1cc(-c2nc3ccc(C)cn3c2Nc2ccc3c(c2)OCO3)cc(OC)c1O,110
Cc1ccc2c(CN3C(=O)c4ccccc4S3(=O)=O)cc(=O)oc2c1C,0
CC(Oc1ccc(F)cc1)C(=O)Nc1ccc2nsnc2c1 (configuration not stated),20

Some of the entries so far, field by field:
Compound: O=c1[nH]c(CN(Cc2cccs2)CC2CCCO2)nc2scc(-c3ccccc3)c12 (configuration not stated)
- LDHA block: 10
Compound: N#CSc1ccc(NC(=O)c2ccc3c(c2)OCCO3)cc1
- LDHA block: -3

Further compounds follow:
Molecule,LDHA block
COC(=O)COc1ccc2c(=O)c(Oc3ccccc3)c(C(F)(F)F)oc2c1,-16
O=C(Cc1ccc(F)cc1)N(Cc1cccc2[nH]ccc12)C1CC1,6
COCCCNc1nc2c(c(=O)[nH]c(=O)n2C)n1Cc1ccccc1,1
Cc1ccc(CSc2nnc(C3CCN(C(=O)OC(C)(C)C)CC3)o2)cc1,1
Cc1cc(C(=O)Nc2ccc(SC3CCCC3)cc2)c(C)o1,4
COCCn1cnnc1SC(C)C(=O)c1ccc(Cl)cc1 (configuration not stated),0
CCCn1nc(C(=O)NCCC(=O)N2CCCC2)c2ccccc2c1=O,-11
CC(Oc1cccc(Br)c1)c1nc(-c2ccncc2)no1 (configuration not stated),-9
COc1ccc2c(CN3CCC(CO)CC3)cc(=O)oc2c1,8
COC(=O)C1CCNC1 (configuration not stated),15
O=C(CSc1cn(CC(=O)N2CCCC2)c2ccccc12)Nc1cccc(C(F)(F)F)c1,-22
Cc1ccc(Cl)cc1-n1ncc2c(NC3CCCC3)ncnc21,4

Continued:
Molecule,LDHA block
O=C(O)Cn1c(=O)c2c3c(sc2n(Cc2ccc(F)cc2)c1=O)CCC3,5
Cn1nnnc1NCc1ccc(-c2ccc(Cl)cc2)o1,-4
Nc1nccnc1C(=O)NCC(c1ccccc1)c1c[nH]c2ccccc12 (configuration not stated),-1
Cc1ccc2oc(=O)cc(CN3CCN(c4ccccc4)CC3)c2c1,2
Cc1ccc2nc(-c3ccc(C)c(C)c3)cc(C(=O)O)c2c1,-7
CN(C)CCCNCCC#N,-1
Cc1nn(-c2ccc(N3CCOCC3)nn2)c(C)c1CCC(=O)NCc1cccs1,2
Cc1cc(Cl)nc2c(C)c(Cl)ccc12,11
CN(C)C(=O)CN1CCCN(C(=O)C2CCN(S(=O)(=O)c3ccc(F)c(Cl)c3)CC2)CC1,1
O=C1C=C(Nc2cccc(Cl)c2)CC2(CCCCC2)C1,-1
CSc1ccc(NC(=O)Nc2cc(F)ccc2F)cc1,-8
O=C(Nc1cc(F)ccc1F)c1cnc(N2CCCCC2)c2ccccc12,14

The list goes on.
Molecule,LDHA block
Cc1cc(CSCC(=O)Nc2c(C)cccc2C)on1,-13
O=c1[nH]c2ccc(-c3csc(Nc4ccc(F)cc4)n3)cc2o1,-1
CC(C)(C)c1ccc(-c2nc(C#N)c(NCCN3CCOCC3)o2)cc1,0
COc1cc(OC)cc(C(=O)Nc2cccc(-c3nncn3C)c2)c1,3
O=C(Nc1ccc(F)c(F)c1F)C1CCN(c2nc3ccccc3o2)CC1,-1
Cn1c(SCc2ccc(Cl)c(Cl)c2)nnc1-c1cccnc1,0
O=C(NC1CCCC1)c1cc(-c2ccc(Cl)c(Cl)c2)nc2ccccc12,6
O=C(NCCc1ccccc1)c1ccccc1NC(=O)C1CC1,7
CCOc1cc(C2N=C(N)Nc3nc4ccccc4n32)cc(Cl)c1O (configuration not stated),0
Cc1ccc(-c2csc(Nc3ccccn3)n2)c(C)c1,-3
Oc1ccc(CNCc2ccccc2F)c2cccnc12,17
COC(=O)c1cc2c3ccccc3n(C)c2s1,-2

Next part:
Molecule,LDHA block
Cc1oc(-c2nc(C#N)c(NCCN(C)C)o2)cc1S(=O)(=O)N(C)c1ccccc1,0
CCN(CC)CCNC(=O)c1ccc(CN)cc1,2
O=C(Nc1ccccc1Cl)c1ccc2ccccc2n1,12
Fc1ccccc1-c1csc(-c2ccccc2)n1,-1
Cc1ccc(C2=NN(C(=O)Cn3nnc(-c4ccccc4C)n3)C(c3ccco3)C2)cc1 (configuration not stated),1
CC1CCCCN1C(=O)CSc1nc(-c2cccs2)nc2ccccc12 (configuration not stated),6
O=C(O)CC/C(=C/c1ccc(OC(F)F)cc1)c1nc2ccccc2s1,-1
CCC(=O)Nc1sc(C)c(C)c1C#N,0
N#Cc1cccc(NC(=O)C2(c3ccc(Cl)cc3)CCC2)c1,11
O=C(NCc1ccccc1CN1CCOCC1)c1cnn(-c2ccccc2)c1,5
CN(CCCC(=O)N1CCc2ccccc2C1)S(=O)(=O)c1ccc(F)cc1,-11
O=C(NCc1cccs1)c1ccccc1-c1ccccc1,6

Six entries from above, ordered by number of heavy atoms, low to high:
Molecule,LDHA block
Fc1ccccc1-c1csc(-c2ccccc2)n1,-1
Cc1nnc2n1CC(Nc1ncc(C(F)(F)F)cc1Cl)CC2 (configuration not stated),13
O=c1[nH]c2ccc(-c3csc(Nc4ccc(F)cc4)n3)cc2o1,-1
O=C(Nc1cc(F)ccc1F)c1cnc(N2CCCCC2)c2ccccc12,14
O=c1[nH]c(CN(Cc2cccs2)CC2CCCO2)nc2scc(-c3ccccc3)c12 (configuration not stated),10
Cc1ccc(C2=NN(C(=O)Cn3nnc(-c4ccccc4C)n3)C(c3ccco3)C2)cc1 (configuration not stated),1

More structures:
Molecule,LDHA block
N#Cc1nc(-c2ccccc2)oc1N1CCN(C(=O)c2ccccc2F)CC1,0
O=C(NCc1ccc(F)cc1)c1nn(-c2ccccc2)c2c1CCC2,10
Cc1c(C(=O)N2CCN(c3ccccc3)CC2)oc2c1C(=O)CCC2,5
CC1=C(C(=O)Nc2cc(C)on2)C(c2c(Cl)cccc2Cl)NC(=O)N1C (configuration not stated),-4
CC(O)CNS(=O)(=O)c1ccc(Oc2ccc(S(=O)(=O)NCC(C)O)cc2)cc1 (configuration not stated),11
COc1ccc2c(=O)c(-c3ccccc3)coc2c1C,0
Cc1ccccc1OCCN,9
O=C(CCc1c[nH]c2ccccc12)NC1(c2ccccc2)CCC1,2
CCOc1ccccc1NC(=O)c1ccc2c(c1)NC(=O)CS2,-4
CN1NC2(CCCCC2)NC1=S,10
Cc1ccc2[nH]cc(CCNC(=O)NC3CCCCC3)c2c1,14
CCS(=O)(=O)N1CC(=O)N(Cc2ccccc2Cl)C(C)(C(=O)NCc2ccccc2OC)C1 (configuration not stated),3

Structural class, those above with a CF3 group (3)
Molecule,LDHA block
Cc1nnc2n1CC(Nc1ncc(C(F)(F)F)cc1Cl)CC2 (configuration not stated),13
COC(=O)COc1ccc2c(=O)c(Oc3ccccc3)c(C(F)(F)F)oc2c1,-16
O=C(CSc1cn(CC(=O)N2CCCC2)c2ccccc12)Nc1cccc(C(F)(F)F)c1,-22

Next results.
Molecule,LDHA block
O=[N+]([O-])c1cccc2ncc(Cl)cc12,-1
N#CC1=C(N)OC2=C(C(=O)CCC2)C1c1ccc(OC(=O)c2ccccc2)cc1 (configuration not stated),7
O=C(CC1CC2CCC1C2)Nc1ccc(-c2nccs2)cc1 (configuration not stated),11
COCCn1c(-n2nc(C)c(C)c2C)nc2c1c(=O)n(CC(=O)C(C)(C)C)c(=O)n2C,-2
CC(C)C(=O)Nc1ccc(C(=O)Nc2ccc(Cl)cn2)cc1,4
CC(Oc1ccc2ccc(=O)oc2c1)C(=O)NC(=O)NC1CCCCC1 (configuration not stated),-1
COc1cc(C(=O)Oc2ccc3c(c2)CCC3)cc(Cl)c1OCC(C)C,5
O=C(Nc1ccccc1Br)c1cc(-c2cccnc2)nc2ccccc12,-13
O=C1CSC(c2ccc(Br)cc2)N1c1cccc(C(F)(F)F)c1 (configuration not stated),7
c1ccc(-c2nc(CN3CCCC3c3cccs3)co2)cc1 (configuration not stated),-9
O/N=C1\CCCc2c1[nH]c1ccc(OCc3ccccc3)cc21,1
CCOC(=O)c1cccc(NC(=O)c2ncoc2-c2ccc(OC)cc2)c1,2

The list continues.
Molecule,LDHA block
Cc1nc(Oc2ccc3ccc(=O)oc3c2)c2c3c(sc2n1)CC(C)CC3 (configuration not stated),-3
Cc1ccc(NS(=O)(=O)c2ccc(N/N=C/c3cc(C)ccc3C)c([N+](=O)[O-])c2)c(C)c1,-1
COCCCNC(=O)c1cc(C)nc2ccc(C)cc12,8
Cn1c(=O)c2c(nc(N3CCc4ccccc4C3)n2Cc2c(F)cccc2Cl)n(C)c1=O,-1
CC/C=C(/C)C(=O)NC(C)c1ccncc1 (configuration not stated),9
CCOc1ccc(NC(=O)C(C)C)c2cccnc12,-17
COc1ccc(C(=O)NCC(=O)OC(C(=O)Nc2cc(C(F)(F)F)ccc2Cl)c2ccccc2)cc1OC (configuration not stated),-2
COc1c(CNC2CCCN(Cc3ccccc3)C2)c(C)nn1C (configuration not stated),0
O=C(NCc1ccc(F)cc1)c1ccc(Nc2ncc(-c3cccc(F)c3)cn2)cc1,-7
N#Cc1c(-c2ccccc2)cc(-c2cccs2)nc1SCCS(=O)(=O)Cc1ccccc1,3
COc1cc(C(=O)OC2CCCCC2=O)ccc1OCc1ccc(Cl)cc1 (configuration not stated),4
O=Cc1ccc(OCc2ccc(Cl)cc2)c(Br)c1,6

(list continues)
Molecule,LDHA block
COc1ccc(-c2[nH]c(-c3ccc(F)cc3)nc2SCC(=O)Nc2nccs2)cc1,3
COc1cccc(OCc2ccc(C(=O)O)o2)c1,5
Cc1ccc(-n2ccc(=O)c(C(=O)Nc3cc(C(F)(F)F)ccc3Cl)n2)cc1,4
CCOc1ccc(N=Cc2ccc(N(C)C)cc2)cc1,1
COc1ccccc1NC(=O)CSc1ncnc2ccccc12,-3
Cc1ccccc1Nc1nc(NC2CCCC2)nc2c1cnn2C,7
CCOc1cc(/C=C2\C(=O)Nc3ccccc32)ccc1OC(F)F,-8
COC(=O)COc1ccc2c(=O)c(-c3ccc(OC)c(OC)c3)c(C(F)(F)F)oc2c1,-3
O=C(/C=C/c1ccccc1)c1ccc(Sc2ccccc2)cc1,2
O=C(O)c1ccc2nccnc2c1,30
N#CCSc1ccccc1C(=O)NC1CC1,-1
COc1cc(NC(=O)C2=C(C)OCCS2)c(Cl)cc1C(=O)NCc1cccc(C)c1,1

(list continues)
Molecule,LDHA block
CCn1c(SCc2ccc(F)cc2Cl)nnc1-c1cnccn1,2
CCN(CC)C(=S)SCc1ccc(-c2csnn2)cc1,0
Cc1ccc(/C=C/C(=O)NC2CCc3ccccc32)o1 (configuration not stated),3
Cc1ccc([N+](=O)[O-])cc1S(=O)(=O)NC(c1ccccc1)c1cccs1 (configuration not stated),3
CCOc1ccccc1NC(=O)CSc1nnc(-n2nc(C)cc2C)n1N,u
O=C(CCn1ncc(=O)c2ccccc21)N1CCCC1c1ccc2c(c1)OCCCO2 (configuration not stated),-2
Cc1c(Cc2ccccc2)c(=O)oc2c(C)c(OS(C)(=O)=O)ccc12,-1
CC(C(=O)NC1CCN(Cc2ccccc2)CC1)N1Cc2ccccc2C1=O (configuration not stated),1
CSc1ccc(/C=C/C(=O)c2ccc(S(=O)(=O)NCC(=O)O)cc2)cc1,4
Cn1c(=O)c2c(nc(N3CCCC3)n2Cc2ccccc2Cl)n(C)c1=O,2
Cc1ccc(NS(=O)(=O)c2ccc3c(c2)CCN(C(=O)C(F)(F)F)C3)cc1C,3
N#C/C(=C/c1cccc(NC(=O)c2ccc(Cl)cc2)c1)c1ccccn1,12

Remaining list, next part
Molecule,LDHA block
CCc1cccc(NC(=O)Cc2c[nH]c3ccccc23)c1,-6
Cc1c(C(=O)OCC(=O)NCC2CCCO2)sc2ccccc12 (configuration not stated),5
O=C(O)C1CCCN(C(=O)c2ccoc2)C1 (configuration not stated),6
Fc1ccc(CNC(=S)Nc2cccc3ccccc23)cc1,-5
N#CC1CCNCC1,-7
O=C(c1cc(=O)c2ccccc2o1)N1CCC(CCN2CCCCC2)CC1,3
CCCCNC(=S)NC1CCC(NC(=S)NCCCC)CC1 (configuration not stated),-1
CCCCn1c(CN2CCN(C(=O)c3ccco3)CC2)nc2c1c(=O)[nH]c(=O)n2Cc1ccccc1,0
CCOC(=O)c1sc(CC(=O)Nc2ccc(CC)cc2)nc1C,3
COc1cc(C2Nc3cc(C)c(C)cc3NC3=C2C(=O)CC(C)(C)C3)ccc1O (configuration not stated),0
CCCCC(CC)CNC(=O)N1CCN(c2ncc(C(F)(F)F)cc2Cl)CC1 (configuration not stated),6
O=C(NNC(=O)C1CCCC1)c1cccc([N+](=O)[O-])c1,1
